# HRas wt GTP = human HRas wildtype GTP binding, change in either direction; GST-Ras wt beads, Bodipy-FL-GTP binding, flow cytometry; actives lie on both sides; GTP binding activity, % at 10 µM; actives 0.14% (n = 190,000); AID 759;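 active = GTP binding activity at least 20% away from the 100% baseline, either lowered as inhibitor or raised as activator; inconclusive = flagged as likely green fluorescent, judged across all proteins in the well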;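 also: 0% = unlabeled GTP competition control and 100% = no-compound control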
# Target sequence (P01112 whole entry, looked up): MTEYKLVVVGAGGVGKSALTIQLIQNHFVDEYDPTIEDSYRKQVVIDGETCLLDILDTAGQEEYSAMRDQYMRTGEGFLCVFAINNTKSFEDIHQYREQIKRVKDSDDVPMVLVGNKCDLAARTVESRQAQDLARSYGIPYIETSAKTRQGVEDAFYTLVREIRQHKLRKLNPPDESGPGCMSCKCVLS
# Cdc42 wt = modulators (inhibitors or activators) of GTP binding to human Cdc42 wildtype; GST-Cdc42 beads, Bodipy-GTP binding, flow cytometry; actives lie on both sides; percent activity (GTP binding), % at 10 µM; actives 0.2% (n = 190,000); AID 761;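 active = percent activity GTP binding at least 20 points away from the 100% baseline, either down as inhibitor or up as activator; inconclusive = compound flagged as likely green fluorescent from well-wide comparison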;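 also: median bead fluorescence of bound Bodipy-FL-GTP at 100 nM; 0% = excess unlabeled GTP control and 100% = no compound control; below 100% means less GTP binding so inhibitor and above means activator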
# Target sequence (P60953 whole entry, looked up): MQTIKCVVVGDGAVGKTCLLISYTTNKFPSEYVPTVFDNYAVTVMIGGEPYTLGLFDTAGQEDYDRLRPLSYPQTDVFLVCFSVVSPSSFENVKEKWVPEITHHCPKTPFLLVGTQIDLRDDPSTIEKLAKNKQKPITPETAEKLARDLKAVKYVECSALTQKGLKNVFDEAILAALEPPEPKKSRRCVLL
# ABCB1 block = inhibitors of human ABCB1 transporter, ABCG2 counter-screen; P08183; CCRF-Adr cells, JC-1 efflux, flow cytometry; inhibition, % at 6.6 µM; actives 0.067% (n = 190,000); AID 1326; in the data active = inhibition above about 40%;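 also: 0% = vehicle and 100% = reference inhibitor; higher value means more JC-1 retained so stronger ABCB1 efflux block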
# Pf gamet viab = kills late stage P. falciparum gametocytes; P. falciparum stage V gametocytes, ATP luminescence, 24 h; inhibition, % at 10.9 µM; actives 0.065% (n = 150,000); AID 743093;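 active = inhibition above the mean plus 3 SD of compounds within the control limits, set per campaign, cut at about 38% in these data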;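 also: 0% = DMSO wells and 100% = medium only without gametocytes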
# Mcl1 Noxa PPI = Mcl-1/Noxa interaction inhibition; Q07820; TR-FRET Mcl-1/Noxa peptide binding, 2 h; inhibition, % at 21.7 µM; actives 1.5% (n = 220,000); AID 1022;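 active = compounds that cut the protein-peptide binding signal by more than 50% relative to plate controls in a single-dose test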;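 also: His-tagged Mcl-1 with rhodamine Noxa BH3 peptide and terbium anti-His antibody; 0% = Mcl-1 plus Noxa peptide wells and 100% = peptide-only wells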
# Avidin bead fluor = avidin bead compound fluorescence profile. Avidin beads, compound fluorescence 488/530 nm, flow cytometry; stronger effect = higher value. fluorescence (KMESF) at 10 µM. actives 0.38% (n = 220,000). AID 1775; in the data active = fluorescence above about 47; also: inactives centre near 10
# Rab2 wt GTP = changes GTP binding to wildtype dog Rab2A, up or down; actives 0.19% (n = 190,000); GST-Rab2 wt beads, Bodipy-GTP binding, flow cytometry; GTP binding activity, % at 10 µM;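 active = GTP binding activity at least 20 points away from 100%, either lowered or raised; inconclusive = signal likely due to the compound's own green fluorescence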;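 also: 0% = beads with excess unlabeled GTP and 100% = no-compound control corrected for plate trend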
# Rac1 wt GTP bind = alters GTP binding to wildtype human Rac1; GST-Rac1 beads, fluorescent GTP binding, flow cytometry; actives lie on both sides; 0 = cold GTP competed, 100 = untreated; GTP binding activity (% of control), % at 10 µM; actives 0.27% (n = 190,000); AID 757;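 active = GTP binding activity at least 20 points away from the 100% control level, either lower or higher; inconclusive = compound flagged as likely green fluorescent, judged across all proteins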
# Rab7 wt modul = modulators of GTP binding to dog Rab7 wildtype GTPase | actives 0.055% (n = 190,000) | AID 758 | GST-Rab7 beads, fluorescent GTP binding, flow cytometry; actives lie on both sides; untreated = 100%, excess cold GTP = 0% | GTP binding activity (percent of control), % at 10 µM;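 active = fluorescent GTP binding to Rab7 beads changed by at least 20 points from the 100% baseline, either direction, mostly lower; inconclusive = compound itself probably fluorescent, or too few beads counted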;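 also: median green fluorescence of bound Bodipy-FL-GTP per Rab7 bead population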
# ABCG2 inh = blocks JC-1 efflux by human ABCG2 transporter. Q9UNQ0. IgMXP3 cells, flow cytometry. inhibition, % at 6.6 µM. actives 0.1% (n = 190,000). AID 1325;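 active = inhibition above 80%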;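 also: 0% = DMSO and 100% = nicardipine control wells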
# Target sequence (Q9UNQ0 whole entry, looked up): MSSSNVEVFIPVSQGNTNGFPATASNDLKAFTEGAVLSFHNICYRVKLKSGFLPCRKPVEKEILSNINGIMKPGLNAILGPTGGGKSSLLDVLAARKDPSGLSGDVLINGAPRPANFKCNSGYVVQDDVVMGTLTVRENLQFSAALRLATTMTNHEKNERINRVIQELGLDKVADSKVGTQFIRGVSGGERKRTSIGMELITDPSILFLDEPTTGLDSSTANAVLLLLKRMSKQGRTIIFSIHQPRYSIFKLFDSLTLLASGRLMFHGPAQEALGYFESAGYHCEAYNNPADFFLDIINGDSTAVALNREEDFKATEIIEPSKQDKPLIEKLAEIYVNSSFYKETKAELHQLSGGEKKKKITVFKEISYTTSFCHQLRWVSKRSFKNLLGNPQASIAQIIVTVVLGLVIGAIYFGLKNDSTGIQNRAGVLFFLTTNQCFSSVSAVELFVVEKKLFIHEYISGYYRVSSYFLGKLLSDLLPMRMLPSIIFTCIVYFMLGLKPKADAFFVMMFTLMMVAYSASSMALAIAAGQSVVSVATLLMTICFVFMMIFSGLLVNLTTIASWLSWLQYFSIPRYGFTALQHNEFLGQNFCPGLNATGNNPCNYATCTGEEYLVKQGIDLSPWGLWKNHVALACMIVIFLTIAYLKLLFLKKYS
#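 test system = two drug-resistant human cell lines, ABCG2 and ABCB1 | amount = 3 million cells/mL final, two lines in 1:1 ratio | reagent = JC-1 transporter substrate | doses = one concentration, 6.6 µM final | incubation = 10 min at 25 °C | signal = flow cytometric JC-1 green MFI at 530 nm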
# Rac1 mut GTP = alters GTP binding to activated mutant human Rac1. P63000. percent activity (GTP binding), % at 10 µM. AID 764. actives 0.11% (n = 190,000). GST-Rac1 activated beads, fluorescent GTP binding, flow cytometry; actives lie on both sides; 100% means binding = to untreated wells;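 active = GTP binding at least 20 percentage points away from the 100% baseline, in either direction, so actives lie on both sides; inconclusive = Compound likely fluorescent itself, or too few beads counted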
# Active calls of the source: *; ? = inconclusive; . = no result given.
molecule	HRas wt GTP	Cdc42 wt	ABCB1 block	Pf gamet viab	Mcl1 Noxa PPI	Avidin bead fluor	Rab2 wt GTP	Rac1 wt GTP bind	Rab7 wt modul	ABCG2 inh	Rac1 mut GTP
CCCNS(=O)(=O)c1ccc2c(c1)CCCN2C(C)=O	?	?	0.1	.	-5.8	10	?	?	?	0.1	?
COc1cc(CNc2ccccc2Oc2cc(=O)n(C)c(=O)n2C)cc(OC)c1OC	99.0	99.0	0.0	.	5.8	13	99.0	97.0	94.0	0.0	97.0
CCCC(CCC(=O)Nc1cc([N+](=O)[O-])ccc1O)C(=O)O (stereo unspecified)	?	?	0.3	3.1	14.9	16	?	?	?	0.8	?
Cc1ccc(CSCC(=O)N/N=C/c2ccc(OCC(=O)Nc3ccc(C)cc3)cc2)cc1	100.0	101.0	-0.1	.	-0.4	30	99.0	102.0	98.0	0.0	101.0
O=C(/C=C/c1ccco1)Nc1ccccc1N1CCCC1	96.0	99.0	0.2	.	8.6	9	100.0	100.0	104.0	-0.2	96.0
CC(C)Sc1nc2c(c(=O)n(C)c(=O)n2C)n1Cc1ccc(Cl)cc1	101.0	100.0	0.7	.	11.2	9	100.0	100.0	102.0	5.2	97.0
CCN(CC)CCn1c(N)cc(=O)[nH]c1=O	102.0	98.0	0.3	13.6	3.4	23	100.0	98.0	108.0	0.8	101.0
Nc1cc(C(=O)OCC(=O)NC(c2ccccc2)c2ccccc2)ccc1Cl	98.0	101.0	0.4	-10.6	16.8	23	100.0	107.0	99.0	3.4	99.0
CSc1nnc(-c2ccco2)n1-c1ccccc1	101.0	103.0	0.7	-0.5	-9.3	8	99.0	100.0	102.0	3.4	95.0
CC(C)N1CCN(Cc2coc3ccccc3c2=O)CC1CCO (stereo unspecified)	96.0	96.0	-0.1	7.5	-3.7	20	96.0	96.0	98.0	-0.5	93.0
COc1ccc(C(=O)Nc2ccc(C(=O)OCC(=O)c3ccccc3)cc2)cc1	96.0	96.0	-0.1	-18.9	-10.6	6	93.0	95.0	98.0	0.5	95.0
Cc1cccc(NC(=O)c2ccc([N+](=O)[O-])o2)c1C	97.0	101.0	0.9	9.9	1.6	6	99.0	100.0	108.0	5.5	97.0
CCOc1cccc(OCCOCCN2CCCC2)c1	102.0	103.0	-0.2	.	11.1	17	104.0	103.0	102.0	0.0	100.0
CCOC(=O)c1c(NC(=O)c2ccoc2C)sc(C)c1C	98.0	99.0	2.4	.	15.3	10	99.0	99.0	99.0	27.2	96.0
N#Cc1nc(-c2ccc(OCc3ccccc3)cc2)oc1NCCCn1ccnc1	94.0	95.0	0.2	.	-123.9	11	93.0	93.0	96.0	2.4	92.0
Cc1c(NC(=O)OCCSc2nc(N(C)C)nc(N(C)C)n2)sc(=S)n1C	104.0	106.0	0.8	.	-1.9	7	103.0	106.0	105.0	7.0	103.0
COC(=O)C1CCN(C(=O)CSc2nnc(-c3ccncc3)o2)CC1	101.0	102.0	0.1	.	17.6	10	101.0	107.0	100.0	0.8	103.0
COCCN(CCOC)S(=O)(=O)c1ccc(C(=O)Nc2nc(-c3ccncc3)cs2)cc1	?	?	0.2	.	-5.0	14	?	?	?	1.5	?
Clc1ccc(CSc2nc3ccncc3[nH]2)cc1	96.0	98.0	0.2	.	11.0	7	97.0	98.0	95.0	1.6	95.0
NC(=O)c1ccccc1NC(=S)NC(=O)c1ccc(Br)o1	101.0	95.0	-0.3	4.0	-0.5	3	96.0	101.0	100.0	-1.3	101.0
COc1cc(OC)nc(NC(=S)NC(=O)c2ccccc2)n1	91.0	94.0	-0.4	3.6	17.7	8	91.0	99.0	93.0	-0.8	96.0
COc1cccc(NC(=O)CN2C(=O)C(c3ccc(C)cc3)=NC23CCCCCC3)c1	99.0	100.0	1.1	6.8	-8.4	7	98.0	101.0	99.0	29.7	98.0
C/C(=N\NC(=O)C1=NNC(=O)C1C)c1cccs1 (stereo unspecified)	100.0	108.0	-0.1	-5.1	-3.0	14	102.0	104.0	103.0	-1.6	97.0
CCN(CC)c1ccc(NC(=O)c2cnc3ccccn3c2=O)c(C)c1	102.0	101.0	0.3	.	46.1	6	100.0	102.0	101.0	1.3	100.0
OC(COc1ccc(Cl)c2ccccc12)CN1CCN(c2ccccn2)CC1 (stereo unspecified)	97.0	95.0	0.4	.	8.6	35	95.0	97.0	99.0	1.1	93.0
Cc1cc(C)n(CCN(C)c2nc3nonc3nc2NC2CC2)n1	.	.	-2.9	6.2	4.0	8	.	.	.	-0.6	.
O=C(c1cccs1)N1CCC2(O)CCCCC2C1c1ccc(F)cc1 (stereo unspecified)	102.0	104.0	2.2	6.6	11.3	8	102.0	106.0	102.0	17.1	102.0
N[C@@H](C(=O)N[C@@H]1C(=O)N2C(C(=O)O)=C(Cl)CS[C@H]12)c1ccccc1	97.0	97.0	-0.3	.	15.0	9	96.0	102.0	96.0	-0.1	97.0
CC(C)CCOc1ccc(C2=NNC(=O)CC2)cc1	103.0	104.0	0.2	12.7	17.8	6	105.0	106.0	100.0	0.4	102.0
CC(=O)NC1C(OCc2cccc(Br)c2)OC(COC(C)=O)C(OC(C)=O)C1OC(C)=O (stereo unspecified)	98.0	93.0	0.3	8.6	13.3	11	96.0	99.0	99.0	6.8	97.0
CC12CC3(C)CC(C)(C1)CC(NC(=O)N1CCCC1)(C2)C3	103.0	103.0	0.4	.	12.3	13	104.0	103.0	102.0	1.0	99.0
O=C(O)c1ccc(O)c(N2C(=O)Nc3ccccc3N2O)c1	101.0	98.0	0.7	-8.9	0.3	11	102.0	105.0	101.0	2.3	101.0
NCCCC[C@H]1CNC(=S)N1CCCCC1CCCCC1	98.0	96.0	0.5	2.8	1.6	5	98.0	99.0	103.0	0.8	94.0
CC(Oc1ccc(Cl)cc1)C(=O)N/N=C/c1ccsc1 (stereo unspecified)	99.0	97.0	0.0	20.0	16.6	13	96.0	99.0	99.0	3.1	97.0
O=C(O)c1ccc(-c2ccc(/C=C3\NC(=O)N(Cc4ccc(Cl)cc4)C3=O)o2)cc1Cl	89.0	86.0	-0.9	-20.1	56.4*	9	86.0	88.0	88.0	-2.1	85.0
CCCCOc1ccc(C2NC(=O)NC(C)=C2C(C)=O)cc1OCC (stereo unspecified)	95.0	96.0	2.0	.	1.6	9	99.0	96.0	95.0	4.7	96.0
Cc1ccc(C)c(CN2C(=O)C3(OCCCO3)c3ccccc32)c1	102.0	100.0	1.0	.	9.8	33	98.0	102.0	97.0	3.2	99.0
Cc1cc(=O)n2c3ccccc3n(CC(O)CN3CCC(C)CC3)c2c1C#N (stereo unspecified)	100.0	103.0	0.7	-35.6	30.7	14	100.0	103.0	97.0	-3.6	99.0
COc1cccc(-c2nc(N3CCN(c4ccccc4)CC3)c3ccccc3n2)c1O	100.0	103.0	3.6	.	12.4	27	97.0	108.0	98.0	13.8	100.0
Cc1cccc(-n2cc(CNCCN3CCOC3=O)c(-c3cccc(F)c3)n2)c1	97.0	94.0	7.3	-19.1	9.3	5	96.0	95.0	98.0	12.0	95.0
CCS(=O)(=O)n1nc(-c2ccccc2)cc1N	94.0	93.0	0.4	.	0.9	5	95.0	93.0	98.0	-0.7	94.0
Cc1nn(-c2ccc(F)cc2)c(Cl)c1/C=C1\C(=O)Nc2ccccc21	98.0	98.0	0.7	-12.5	7.1	11	99.0	99.0	102.0	6.8	98.0
CCCCn1c(=O)n(C)c(=O)c2c(C(F)(F)F)cc(-c3ccncc3)nc21	109.0	111.0	1.6	.	8.4	18	109.0	105.0	110.0	6.9	102.0
NS(=O)(=O)c1cnccc1Nc1ccc(Cl)c(Cl)c1	99.0	100.0	-0.1	.	-10.1	4	96.0	105.0	99.0	0.3	102.0
O=C(O)C1CC(O)CN1c1nc(Cl)ccc1[N+](=O)[O-] (stereo unspecified)	102.0	98.0	0.4	-17.9	29.4	9	101.0	103.0	111.0	4.1	99.0
O=C(c1cccs1)N(C(=O)c1cccs1)c1ccccn1	100.0	104.0	0.5	4.9	6.5	14	98.0	106.0	96.0	3.5	102.0
Cc1ccc(NC(=S)N2CCCC(c3nc4ccccc4[nH]3)C2)cc1 (stereo unspecified)	94.0	91.0	0.6	2.1	19.1	9	93.0	101.0	92.0	13.2	97.0
O=C(NCCN1CCCCC1)c1cc(OCC(F)(F)F)ccc1OCC(F)(F)F	100.0	101.0	0.4	.	9.8	6	99.0	104.0	99.0	2.9	100.0
COc1ccc(C2C3=C(CC(C)(C)CC3=O)N(C)C3=C2C(=O)CC(C)(C)C3)cc1	103.0	101.0	0.8	18.2	-18.3	11	103.0	101.0	106.0	1.1	100.0
CN(C)CCNC(=O)C(C(=O)c1ccc(F)cc1)n1ccccc1=O (stereo unspecified)	98.0	100.0	0.0	.	-1.3	8	96.0	100.0	94.0	-0.1	98.0
CCOC(=O)c1[nH]c(C)c(C(=O)c2cc(F)ccc2F)c1C	97.0	93.0	0.9	.	5.8	23	95.0	95.0	99.0	11.1	94.0
Cc1ccnc(SCC(=O)c2ccc([N+](=O)[O-])cc2)n1	98.0	99.0	0.3	18.9	18.6	12	98.0	101.0	103.0	23.6	97.0
c1ccc(Cn2cc(CN3CCCO3)c(-c3ccc4c(c3)OCO4)n2)cc1	100.0	99.0	1.5	6.2	14.9	6	97.0	105.0	95.0	2.1	101.0
CC(C)(C)c1ccc(S(=O)(=O)N2CCN(CCC#N)CC2)cc1	100.0	100.0	0.0	.	-3.8	6	100.0	101.0	99.0	-0.3	101.0
CCOc1cc2[nH]c(=O)n(CCCC(=O)N(C)Cc3ccccc3)c(=O)c2cc1OCC	96.0	97.0	0.0	20.3	8.6	26	96.0	94.0	94.0	3.5	94.0
CC(C)NC(=O)CN1CCC(O)(c2ccccc2)CC1	104.0	110.0	-0.2	.	5.3	10	107.0	110.0	105.0	-0.2	104.0
